# Screens: PubChem BioAssay, several laboratories
# N-glyco inh = N-linked glycosylation inhibition; D54 ERlucT glycosylation luciferase reporter, 24 h; percent of 100 nM tunicamycin response; 360,000 compounds, 0.23% hits; reporter increase, % at 12.5 µM;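 active = mean luciferase reporter signal, scaled so untreated is 0 and the glycosylation-blocking control 100, at or above a set limit in every replicate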;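 note: luciferase carries N-glycosylation sites so blocking glycosylation raises the light; 0% = median of neutral control wells and 100% = median of 100 nM tunicamycin wells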
# iPSC survival up = hiPSC single-cell survival enhancement. ATPlite luminescence; 100% = ROCK inhibitor wells, 0% = DMSO. survival enhancement, % at 20 µM. 360,000 compounds, 0.044% hits. AID 602274; in the data active = survival enhancement above about 18%;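 note: cells exposed to compounds for 16 hours before the ATP read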
# H9c2 protect = modulators protecting cardiomyocytes from myocardial damage. 360,000 compounds, 0.63% hits. H9c2 cardiomyocytes, H2O2 injury protection, ATPLite, 2 h. protection from H2O2 cell death, % at 20 µM. AID 588492;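 active = compounds giving at least 50% protection of heart cells from peroxide-induced death in the single-dose screen, raw or plate-pattern-corrected value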;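 note: 0% = DMSO wells with peroxide and 100% = DMSO wells without peroxide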
# MC4R antagonist = antagonists of human melanocortin 4 receptor (MC4R); P32245; MC4R-expressing cells, MTII-stimulated cAMP, LANCE TR-FRET; inhibition, % at 6.5 µM; 360,000 compounds, 0.48% hits;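 active = inhibition above its plate's cutoff, the mean of tested wells on that plate plus 3 SD, cut at about 29% in these data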;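 note: 0% = Melanotan II alone and 100% = Melanotan II plus saturating MCL0020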
#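 Assay system: human MC4R-expressing U2OS cells; reagent: Melanotan II stimulation of cells; dosing: 6.5 µM single dose; timing: compound 30 min, challenge 1 h, detection 1 h; signal: TR-FRET cAMP assay; replicates: one well per compound, no replicates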
# ABCB6 inh 2 = inhibitors of human ABC transporter ABCB6 | Q9NP58 | K562-ABCB6 porphyrin accumulation, flow cytometry, 1 h; stronger effect = lower value | fluorescence ratio to DMSO, % at 10 µM | 360,000 compounds, 0.19% hits | AID 602162;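 active = fluorescence ratio to DMSO below 75%, the collection mean minus 3 SD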;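 note: signal is porphyrin accumulated inside mitochondria; 100% equals median channel fluorescence of DMSO control wells; lower ratio means ABCB6 inhibition with less porphyrin fluorescence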
# Target sequence (Q9NP58 whole entry, looked up): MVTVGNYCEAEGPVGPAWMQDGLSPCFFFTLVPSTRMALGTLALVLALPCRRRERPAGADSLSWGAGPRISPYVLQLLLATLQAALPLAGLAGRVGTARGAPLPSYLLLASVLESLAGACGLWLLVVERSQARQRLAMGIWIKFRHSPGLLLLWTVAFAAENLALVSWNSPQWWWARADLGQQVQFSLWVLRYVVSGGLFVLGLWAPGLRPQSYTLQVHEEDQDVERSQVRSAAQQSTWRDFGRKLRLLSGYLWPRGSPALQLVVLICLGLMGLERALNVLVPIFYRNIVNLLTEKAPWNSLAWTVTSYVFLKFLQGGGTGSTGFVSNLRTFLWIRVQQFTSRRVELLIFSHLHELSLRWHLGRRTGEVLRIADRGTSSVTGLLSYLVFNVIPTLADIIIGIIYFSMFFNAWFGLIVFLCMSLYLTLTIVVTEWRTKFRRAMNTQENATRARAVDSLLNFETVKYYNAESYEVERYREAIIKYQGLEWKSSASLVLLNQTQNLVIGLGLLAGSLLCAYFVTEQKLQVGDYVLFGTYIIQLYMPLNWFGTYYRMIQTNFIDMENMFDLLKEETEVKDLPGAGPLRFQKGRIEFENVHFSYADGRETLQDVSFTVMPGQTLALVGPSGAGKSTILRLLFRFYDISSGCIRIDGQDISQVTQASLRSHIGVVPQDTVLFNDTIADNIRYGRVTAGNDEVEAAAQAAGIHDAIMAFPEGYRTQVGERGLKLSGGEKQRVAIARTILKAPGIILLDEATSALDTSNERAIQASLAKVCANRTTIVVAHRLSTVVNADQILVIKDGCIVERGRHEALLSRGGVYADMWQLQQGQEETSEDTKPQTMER
# aDG glyco act = alpha-DG glycosylation activation; AID 624168; 360,000 compounds, 0.22% hits; activation, % at 10 µM; Pro5-aDG cells, alpha-DG glycosylation AlphaScreen (IIH6); 0% Pro5, 100% B10-LARGE cell signal;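 active = activation of at least 8% versus controls, or a plate z-score of at least 8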;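 note: Pro5 are CHO cells carrying HIG-tagged alpha-DG that lacks glycosylation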
# ABHD5-PLIN5 inh = ABHD5-PLIN5 protein interaction inhibition | Q00G26+Q8WTS1 | Split G. princeps luciferase complementation, luminescence, 4 h | inhibition, % at 4 µM | 360,000 compounds, 0.78% hits;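 active = inhibition above the mean inhibition across every tested compound plus 3 SD, cut at about 22% in these data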;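 note: 0% = DMSO only wells and the 100% control is not disclosed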
# Granule exo inh = lytic granule exocytosis inhibition | AID 651702 | TALL-104 LAMP-1 surface exposure, flow cytometry; cells stimulated with thapsigargin and PMA | inhibition, % at 10 µM | 360,000 compounds, 0.66% hits;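 active = inhibition above about 55%, limit read from the data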
# MC4R barr agon = human MC4R agonism via beta-arrestin | P32245 | AID 540308 | U2OS MC4R beta-arrestin complementation, luminescence; percent of melanotan II response, DMSO zero | 360,000 compounds, 0.98% hits | activation, % at 8.9 µM;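 active = activation above a per-plate cutoff, the mean activation of sample wells on that plate plus 3 SD, cut at about 8% in these data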
# m5-HT2A agonist = activates the mouse 5-HT2A serotonin receptor; 360,000 compounds, 0.66% hits; AID 624169; activation, % at 7.6 µM; CHO-K1 mHTR2A beta-arrestin complementation, luminescence; percent of 30 µM serotonin response;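 active = activation above a run cutoff, the mean activation of all tested compounds plus 3 SD, cut at about 14% in these data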;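 note: 0% = plate median of compound wells and 100% = 30 µM serotonin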
# An asterisk follows results filed as active; x = no result given.
SMILES,N-glyco inh,iPSC survival up,H9c2 protect,MC4R antagonist,ABCB6 inh 2,aDG glyco act,ABHD5-PLIN5 inh,Granule exo inh,MC4R barr agon,m5-HT2A agonist
O=C(OC(C(=O)c1c[nH]c2ccccc12)c1ccccc1)c1cnccn1 (stereo not drawn),0,-0.3,7,0,99,-0.2,11,-6,0.4,5
CCC(C)NC(=O)c1cc(C)no1 (stereo not drawn),0,0.6,0,4,89,-0.1,-7,-2,-1.8,-1
CCOC(=O)C1=NN(c2cccc(C)c2)C2(S1)SC(C(C)=O)=C(C)N2c1ccccc1 (stereo not drawn),4,-3.1,-4,10,95,0.0,0,-3,-0.7,3
O=C(Nc1cccc(S(=O)(=O)N2CCCCC2)c1)C1CC(=O)N(Cc2ccco2)C1 (stereo not drawn),-1,0.0,-2,-1,90,-0.2,1,-2,-1.6,-6
O=C(NCCOc1ccccc1Cl)C(=O)Nc1ccccc1,1,3.1,-1,14,101,-0.2,2,-4,1.4,1
COCCNC(=O)[C@@]1(Cc2ccccc2)C=C[C@@H](C)N1C(C)=O,1,-1.5,5,5,97,0.0,7,-14,-0.3,7
O=C(COc1ccccc1)N(Cc1cc2ccccc2[nH]c1=O)CC1CCCO1 (stereo not drawn),-2,-0.8,-4,14,98,0.4,-1,13,-1.9,-1
Cn1nnnc1SCC(=O)N1CCN(S(=O)(=O)c2ccc(Cl)cc2)CC1,2,3.1,-2,21,104,0.0,-6,0,5.4,6
C/C(=N/Nc1ccnc2cc(Cl)ccc12)c1ccc(N)cc1,8,-1.2,8,9,99,1.1,-1,-3,0.8,-10
CCN(CC)CCCN(C(=O)c1ccc(OC)cc1)c1nc(-c2ccc(OC)cc2)cs1,-9,0.2,-1,7,98,0.4,4,51,-0.3,-3
O=C(CSc1ccc(-c2ccncc2)nn1)c1ccc(Cl)cc1,-1,0.6,-10,10,90,0.1,4,0,1.8,2
Cc1nc2ccc(NC(=O)N3CCOCC3)cc2nc1C,1,0.3,3,-4,93,-0.2,-1,-5,0.1,7
CC1CC(=O)c2cnc(N)nc2C1 (stereo not drawn),1,-0.1,3,0,105,-0.2,2,4,-1.8,0
CCn1nc(C(=O)OCC(=O)N2CCc3ccccc32)c2ccccc2c1=O,3,-1.4,12,1,98,-0.1,0,-6,0.6,3
O=C(O)c1nn(Cc2csc(-c3ccccc3)n2)c(=O)c2ccccc12,4,0.2,50,5,100,0.4,4,49,3.9,7
C=CCn1c(=N)c(C(=O)NCCCOC)cc2c(=O)n3cccc(C)c3nc21,3,6.1,10,1,96,0.3,3,-1,4.4,7
CN(C(=O)COc1cccc(Br)c1)C1CCS(=O)(=O)C1 (stereo not drawn),0,1.4,-5,9,97,-0.1,0,-1,-0.8,3
O=C(OCCN1CCOCC1)c1ccc(Cl)cc1Cl,0,-0.5,5,9,94,0.1,5,4,-1.1,-2
COCCN1C(=O)C(O)=C(C(C)=O)C1c1ccc(F)cc1 (stereo not drawn),1,-1.1,4,5,102,0.0,0,3,-0.3,5
Cc1cc(C(N)=O)nn1-c1c(Cl)cc(Cl)cc1Cl,1,-0.7,-9,-23,98,-0.1,6,-2,-1.4,0
Cc1ccc(NC(=S)N2CCC(NC(=O)c3cccc(F)c3)CC2)cc1,1,0.6,1,16,94,0.1,0,-5,-2.2,0
O=c1[nH]c(=S)[nH]c2c1C(c1ccc(F)cc1)OC(CCc1ccccc1)C2 (stereo not drawn),x,0.6,x,x,93,0.1,-11,-3,x,-2
O=C(CCN1CCN(c2ccc(F)cc2)CC1)Nc1ccc(F)cc1,1,-2.7,2,-1,101,-0.2,-9,-1,0.9,-4
CCOc1ccc(N2CC(C(=O)Nc3ccc(N4CCOCC4)cc3)CC2=O)cc1 (stereo not drawn),2,4.6,-3,2,x,-0.2,8,1,1.3,7
O=C(CCc1ccccc1)NNC(=O)Nc1ccccc1,1,1.8,5,0,105,-0.1,2,-5,-2.4,-1

# In the list so far, these have two or more sulfur atoms:
SMILES,N-glyco inh,iPSC survival up,H9c2 protect,MC4R antagonist,ABCB6 inh 2,aDG glyco act,ABHD5-PLIN5 inh,Granule exo inh,MC4R barr agon,m5-HT2A agonist
CCOC(=O)C1=NN(c2cccc(C)c2)C2(S1)SC(C(C)=O)=C(C)N2c1ccccc1 (stereo not drawn),4,-3.1,-4,10,95,0.0,0,-3,-0.7,3
Cn1nnnc1SCC(=O)N1CCN(S(=O)(=O)c2ccc(Cl)cc2)CC1,2,3.1,-2,21,104,0.0,-6,0,5.4,6

# The list continues:
SMILES,N-glyco inh,iPSC survival up,H9c2 protect,MC4R antagonist,ABCB6 inh 2,aDG glyco act,ABHD5-PLIN5 inh,Granule exo inh,MC4R barr agon,m5-HT2A agonist
Cc1ccc(CN2CCC(C(=O)Nc3ccc(Oc4cccnc4)cc3)CC2)cc1,-5,-0.6,-7,10,94,3.5,-2,2,-5.0,-8
COc1ccc2sc(-c3ccc(N(C)C)cc3)c(C#Cc3cncn3C)c2c1,9,-0.9,-2,38*,110,2.0,13,7,4.6,4
COc1ccc(NC(=O)COn2nnc3ccc(Cl)cc32)cc1OC,2,2.1,1,-1,88,-0.1,3,2,1.1,5
C[C@@H]1CN([C@H](C)CO)C(=O)c2cc(Br)cnc2O[C@@H]1CN(C)Cc1ccc(-c2ccccc2)cc1,-1,0.4,2,-2,101,0.0,13,-7,0.1,-5
CCCNC(=O)c1onc(CSc2cccc(OC)c2)c1C(=O)NCCC,-1,-2.5,4,5,101,0.0,-4,3,-0.1,3
COc1ccc(NC(=O)CN(C)S(=O)(=O)c2ccc3[nH]c(=O)oc3c2)cc1,3,1.0,1,17,113,0.2,-8,-1,-1.9,7
COc1ccc(C(=O)NC(=S)Nc2ccc3oc(=O)ccc3c2)cc1,-3,1.8,-10,-10,96,-0.1,3,-4,5.9,9
O=C(O)CNC(=O)/C(=C\c1ccc2c(c1)OCO2)NC(=O)c1ccc(Br)cc1,2,0.9,5,-2,99,-0.3,-5,0,-0.6,4
O=C(NCC(=O)N1CCN(c2ncc(C(F)(F)F)cc2Cl)CC1)c1ccc(Br)o1,-3,0.7,-10,2,90,0.5,0,-4,-1.3,1
CC(=O)c1c(C)[nH]c(-c2ccccc2)c1C,5,-0.8,5,5,92,-0.3,-11,-2,-1.1,-2
O=c1[nH]c2ccccc2nc1N1CCOCC1,0,-0.6,-6,11,98,-0.1,1,1,0.1,-1
COc1ccc(-n2c(Cc3cc(=O)[nH]c(=O)[nH]3)nnc2SCC(=O)Nc2ccccc2)cc1,-4,-0.1,-3,-3,102,-0.2,2,9,0.5,9
COc1ccccc1C(CNc1ncccc1[N+](=O)[O-])N(C)C (stereo not drawn),2,-0.1,0,2,101,-0.1,4,55,-2.2,-6
O=C1CSC(=S)N1/N=C/c1cccc(C(F)(F)F)c1,5,2.1,-5,3,105,-0.2,-11,-3,-1.3,1
CC(C)N(C(=O)CN1C(=O)C(=O)c2ccccc21)c1ccccc1,2,-0.2,3,6,98,0.3,-4,-6,2.2,3
Cc1cc(C)n2nc(SCc3nnc(SCc4ccccc4C)s3)nc2n1,-3,0.7,-16,-4,87,0.8,2,-5,-1.2,-3
CCOc1ccc(/C=N/NC(=O)c2ccc3nc[nH]c3c2)cc1OC,0,0.7,10,3,97,-0.3,6,0,-1.6,0
COc1ccc(S(=O)(=O)N2CCCOC2CNC(=O)C(=O)NCc2ccco2)cc1C (stereo not drawn),1,-2.4,6,9,100,0.0,-4,-8,2.2,6
CC(=O)c1cc(C#N)c(NCc2ccccc2)nc1C,6,-1.4,-3,-7,96,-0.3,9,22,1.3,4
O=C(CNC(=O)c1cccnc1)N/N=C/c1cc(Br)c(O)c(Br)c1,2,1.5,4,8,97,0.0,-1,-3,-2.7,-6
CC1CCN(CC(=O)Nc2ccc(S(=O)(=O)N3CCC(C)CC3)cc2)CC1,-4,-0.6,-7,16,91,0.1,-1,7,1.8,-5
COc1ccccc1CNc1nc(NCc2ccccc2OC)c2sccc2n1,-4,2.0,-12,-15,98,1.4,3,-2,-3.3,-8
Cc1ccn(-c2ccc([N+](=O)[O-])cc2)n1,-1,-0.1,5,3,100,-0.3,-5,-2,-3.0,1
CCOC(=O)c1c(C)n(C)c2ccc(O)c(S(=O)(=O)c3ccccc3)c12,0,3.1,9,11,89,0.0,5,-1,-0.4,-2
CCCc1c(C)nc2c(Br)cccc2c1Cl,-3,-0.7,-4,-6,100,0.2,2,-1,0.5,0
CC1(C(=O)Nc2ccc(F)cc2F)CCN1C(=O)Cc1ccccc1 (stereo not drawn),2,-1.8,2,-5,98,0.0,0,-3,1.5,-2
O[C@H]1CN(Cc2cccs2)[C@@H](c2ccccc2)C[C@@H]1n1cc(-c2ccc(F)cc2)nn1,2,0.8,2,7,92,0.2,-3,1,5.1,-4
O=C(OCc1nnc(-c2ccc(Br)cc2)o1)c1ccco1,1,-0.5,-4,-1,99,2.4,-6,-9,-2.4,2
Cc1cc(=O)oc2cc(OCC(=O)N3CCOCC3)ccc12,0,0.8,3,14,85,0.0,-10,-1,0.6,7
Cc1ccc(S(=O)(=O)/N=C(\N)c2ccc(F)cc2)cc1,1,-0.6,8,6,102,-0.2,-2,0,-1.3,1
COc1ccc(C2C(C(=O)Nc3cc(OC)c(OC)c(OC)c3)c3ccccc3C(=O)N2C)cc1OC (stereo not drawn),4,1.4,1,-5,100,0.1,3,0,-0.8,1
O=c1c(CO)cc(CO)cc(CO)c1O,1,1.1,-4,-3,95,0.1,5,9,-1.5,3
COc1ccc(NC(=O)N(C)C[C@H]2OCCCC[C@@H](C)Oc3ccc(NC(=O)c4ccccc4)cc3C(=O)N([C@H](C)CO)C[C@@H]2C)cc1,-1,-0.3,7,5,98,-0.2,8,-6,0.8,1
CC(=O)c1cc(-c2nc3ccccc3n2C)n(C)c1,2,1.0,0,8,92,0.2,9,-2,-0.7,-2
CN(CC(=O)NCc1ccc(F)cc1)Cc1cccc(Cl)c1,-1,0.1,-1,2,97,0.1,-5,-2,-1.2,-10
CC(NCC(=O)Nc1cc(Cl)cc(Cl)c1)c1ccccc1 (stereo not drawn),-3,-0.6,-10,2,95,0.2,0,-13,1.9,-8
Cn1nccc1-c1coc2c(C(=O)NCc3ccccc3)cccc12,3,-1.9,-3,14,96,0.8,3,-9,-0.7,8
COc1ccc(C(=O)c2ccccc2)c(OCC(=O)N(C)C)c1,1,4.5,4,11,100,0.0,-4,1,-2.3,-2
Cn1c(CN2CCCCC2)nc2cc(NC(=O)c3ccccc3)ccc21,-1,-2.3,6,23,102,-0.3,-5,1,-0.8,8
Cc1cc(C)n2c(NC3CCCC3)c(-c3ccc(F)cc3)nc2n1,x,-0.2,x,x,105,0.0,4,-1,x,5
COc1cc2c(cc1OC)C(C)N(C(=O)[C@@H](NC(=O)c1ccccc1)C(C)C)CC2 (stereo partly drawn),0,-0.3,2,25,95,0.2,0,-4,2.5,6
